# KDM5B inh = Primary screen for KDM5B Histone Demethylases FDH-coupled qHTS; Lysine-specific demethylase 5B (Homo sapiens), Q9UGL1; KDM5B demethylase, FDH-coupled NADH fluorescence (FDH is formaldehyde dehydrogenase); Potency, µM (highest dose often 57.7 µM), without a hit: at the top dose activity change, negative = inhibition, actives largely listed as inhibitors; 220,000 compounds, 2.6% hits; active = well fitted inhibition curve with a large enough effect; inconclusive = small, poorly fitted or top-dose-only effect; inactive = no such curve, though single readings can be large or run the other way; note: 0% is about no effect; nearly all actives have a fitted effect of over 70% in size
# Target sequence (Q9UGL1 whole entry, looked up): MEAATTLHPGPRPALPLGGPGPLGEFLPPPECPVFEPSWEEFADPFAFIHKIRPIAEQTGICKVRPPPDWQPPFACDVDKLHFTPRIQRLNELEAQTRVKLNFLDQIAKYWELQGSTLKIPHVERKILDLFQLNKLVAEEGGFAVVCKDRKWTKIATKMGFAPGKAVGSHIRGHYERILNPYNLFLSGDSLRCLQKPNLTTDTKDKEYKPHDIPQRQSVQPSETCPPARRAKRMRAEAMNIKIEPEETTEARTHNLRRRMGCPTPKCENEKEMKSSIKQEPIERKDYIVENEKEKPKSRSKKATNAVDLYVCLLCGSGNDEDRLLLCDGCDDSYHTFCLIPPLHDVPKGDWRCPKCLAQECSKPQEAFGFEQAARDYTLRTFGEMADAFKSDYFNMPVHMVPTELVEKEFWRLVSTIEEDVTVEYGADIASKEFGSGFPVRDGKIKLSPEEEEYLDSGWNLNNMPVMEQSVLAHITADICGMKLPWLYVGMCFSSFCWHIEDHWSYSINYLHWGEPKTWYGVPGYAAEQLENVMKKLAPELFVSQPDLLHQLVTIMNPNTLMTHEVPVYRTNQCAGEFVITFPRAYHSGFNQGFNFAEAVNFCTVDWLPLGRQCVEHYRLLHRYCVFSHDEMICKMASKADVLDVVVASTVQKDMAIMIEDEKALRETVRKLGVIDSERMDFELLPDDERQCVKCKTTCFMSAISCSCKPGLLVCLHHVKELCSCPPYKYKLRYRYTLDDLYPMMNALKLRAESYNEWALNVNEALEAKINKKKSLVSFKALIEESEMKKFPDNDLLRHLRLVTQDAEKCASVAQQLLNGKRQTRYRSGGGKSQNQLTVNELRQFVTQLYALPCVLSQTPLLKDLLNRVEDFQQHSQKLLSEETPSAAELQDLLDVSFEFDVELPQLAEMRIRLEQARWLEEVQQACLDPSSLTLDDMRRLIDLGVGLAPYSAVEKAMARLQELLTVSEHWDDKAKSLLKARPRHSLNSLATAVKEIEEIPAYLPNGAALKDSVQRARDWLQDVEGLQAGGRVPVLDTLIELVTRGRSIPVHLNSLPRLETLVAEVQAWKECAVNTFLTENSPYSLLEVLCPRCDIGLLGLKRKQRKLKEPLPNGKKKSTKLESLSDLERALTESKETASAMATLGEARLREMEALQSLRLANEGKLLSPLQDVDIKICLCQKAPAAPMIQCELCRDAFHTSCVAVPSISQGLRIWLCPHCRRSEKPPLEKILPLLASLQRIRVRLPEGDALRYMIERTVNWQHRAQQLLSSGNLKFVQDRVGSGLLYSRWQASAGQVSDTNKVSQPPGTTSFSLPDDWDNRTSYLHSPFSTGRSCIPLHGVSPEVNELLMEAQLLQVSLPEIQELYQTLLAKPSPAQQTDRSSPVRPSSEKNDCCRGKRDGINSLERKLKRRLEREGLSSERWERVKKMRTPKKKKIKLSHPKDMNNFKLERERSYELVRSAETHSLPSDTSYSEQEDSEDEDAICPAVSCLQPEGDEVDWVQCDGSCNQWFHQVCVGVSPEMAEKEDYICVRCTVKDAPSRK
#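 Inhibition is measured as reduced NADH fluorescence generation from FDH coupling to formaldehyde release. Truncated KDM5BΔAP at 200 nM final acts on H3K4me3 peptide (12.5 µM in substrate mix) in pH 7.5 HEPES buffer with Tween-20, 30 min, room temperature.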
# The depositor's hits bear a star; i = inactive; ? = inconclusive; & = joins results of further samples; [ ] = dose if it differs, or a comment. Potency is the fitted concentration of half-maximal effect. This is a subset (hit frequency here may not be typical).
SMILES,KDM5B inh
CCc1nc(-c2c3n(c(=O)n(CC(=O)Nc4cccc(F)c4)c2=O)CCCCC3)no1,-12%
O=C1NC(=NC2CCCC2)C2(CCN(CC3CCCCC3)C2)N1c1cc(F)cc(F)c1 (configuration not stated),-8%[115 µM]
Cc1cc(C)cc(NC(=O)NCC2CCOCC2)c1,-10%
CCc1cccc2c(C(CC(=O)NCCc3ccccc3)c3cccc4c3OCO4)c[nH]c12 (configuration not stated),?
CCCCn1c(N)c(N(CCC(C)C)C(=O)c2sc3nc4n(c(=O)c3c2C)CCC4)c(=O)[nH]c1=O,-3%
Cc1cc(C)c(NC(=O)C2CCN(C(=O)N3CC(C)Oc4ccc(Cl)cc43)CC2)c(C)c1 (configuration not stated),-2%
CS(=O)(=O)N1CCc2cc(C(=O)N3CCN(c4cccc(Cl)c4)CC3)ccc21,-9%
NC(=O)N/N=C/c1ccccc1Br,23%
Cc1cc(OC(=O)c2ccccc2Cl)cc(OC(=O)c2ccccc2Cl)c1,9%
O=C(OCc1cc(=O)n2nc(-c3cccs3)sc2n1)c1cccc(F)c1,-40%
COC(=O)c1ccc(Oc2coc3cc(OC(=O)c4ccccc4Br)ccc3c2=O)cc1,-33%
CCC1(C)N=C(N)Nc2nc3cc(C)c(C)cc3n21 (configuration not stated),21%
COC(=O)c1cc(S(=O)(=O)N2CCN(c3ccc(OC)cc3)CC2)c[nH]1,-21%
Cc1ccc(C(=O)Nc2ccc(Oc3cccc(C(F)(F)F)c3)nc2)cc1,12%
COc1ccc(C(=O)Nc2ccc(N3CCN(c4ccccc4)CC3)c(C(=O)O)c2)cc1,-28%
COc1ccc(CSc2nc3ccncc3n2CC(=O)Nc2cc(C)cc(C)c2)cc1,?
Cc1ccc(C2=NC(C(F)(F)F)(C(F)(F)F)c3c(n(-c4ccccc4)c(=O)[nH]c3=O)N2)cc1,?
CS(=O)(=O)NCCc1ccc(C(=O)COc2ccccc2Br)s1,-7%
CCOC(=O)c1cc(-c2ccccc2)n(CCC(=O)Nc2cc(OCC)ccc2OCC)c1C,-24%
CCc1ccc(C(C(=O)NC2CCCC2)N(C(=O)c2csnn2)C2CC2)cc1 (configuration not stated),-6%
COc1cc(Cl)ccc1C(=O)N1CCC[C@H]1c1nc(-c2ccccc2)no1,15%
CC(C)CN1C(=O)CO[C@H](c2ccc(NC(=O)COc3ccccc3)cc2)[C@H]1CO,-7%[86.2 µM]
Cc1oc(-c2ccccc2)nc1CNC(=O)Nc1ccc(F)cc1,11%
Cc1nc2cc(-c3ccccc3)nn2c(C)c1CCC(=O)NCc1ccc2c(c1)OCO2,?
O=C(CCSCc1cccc(F)c1)NCc1ccccc1,10%
Cc1ccc(CSc2nc3ccc(NC(=O)C(C)C)cc3s2)cc1,-49%
O=C(CCSc1nc2cc(Cl)ccc2s1)NC1CCCCC1,16%
CN(C)CCCNC(=O)Cn1ccc2ccc(Br)cc21,-2%
CCOC(=O)C1CCN(CCC(=O)Nc2c(C(=O)OC)[nH]c3ccc(F)cc23)CC1,?
CCn1cc(S(=O)(=O)c2ccccc2)c(=O)c2cc(C)ccc21,-26%
COc1ccccc1C(=O)Nc1cc(-c2cccc(Br)c2)nn1-c1ccccc1,-8%
c1ccc(C2=NOC3(CCN(C4COC4)CC3)C2)cc1,1%[149 µM]
COc1ccc(CCNC(=O)c2ccc3nc(Cc4ccccc4)oc3c2)cc1OC,-13%
CN1C[C@@H](NC(=O)Nc2ccc(F)cc2)C[C@H]1c1nc(-c2ccccn2)no1,-7%[86.2 µM]
CCN1C(=O)CCN(C(=O)CCC2CCCC2)CC12CCOCC2,14%
O=C(OCc1nc2ccccc2o1)c1ccc(F)cc1F,12%
O=C(Nc1ccc(F)cc1)c1cnn2ncccc12,?
Cc1cc(Cl)ccc1OCC(=O)Nc1ccc2oc(-c3ccncc3)nc2c1,-17%
Cc1cc(=O)oc2cc(OCC(=O)Nc3ccc(S(=O)(=O)N4CCOCC4)cc3)ccc12,-30%
CCn1cc(C(=O)N2CCN(c3cccc(Cl)c3)CC2)c(=O)c2cc(S(=O)(=O)N3CCCCC3)ccc21,-26%[11.5 µM]
O=C(COC(=O)c1cc2ccccc2oc1=O)c1ccc(I)cc1,17%
CC[C@@H]1[C@@H](NC(=O)c2ccc(N3CCN(C)CC3)cc2)[C@@H]2CCO[C@H]12,-27%
C=CCNC(=O)c1cc(-c2ccccn2)nc2ccccc12,9%
Cc1cccc(NC(=O)CSc2nc3c([nH]c4ccccc43)c(=O)n2-c2cc(C)cc(C)c2)c1,5%
CC1=C[C@@H](CNC(=O)c2ccccc2)[C@H](C(C)C)C[C@H]1CC(=O)NCc1cccnc1,14%[86.2 µM]
CCc1ccccc1NC(=O)N1c2ccccc2CC1c1nc(C2CC2)no1 (configuration not stated),?
Fc1cccc(F)c1CNCCN1CCCC1,27%
F[C@@H]1CN(Cc2ccc(C(F)(F)F)cc2)C[C@@H]1OCc1nc2ccccc2[nH]1,-23%[86.2 µM]
N#C/C(=C/c1ccc(SC(F)(F)F)cc1)C(=O)NC1CC1,-28%
O=C(O)CCC(=O)N1N=C(c2ccsc2)CC1c1ccccc1Cl (configuration not stated),-18%
O=C(CCc1c[nH]c2ccccc12)NCc1ccc(Cl)cc1Cl,1%
COC(C(=O)N/N=C(\C)CC(C)(C)c1ccccc1)c1ccccc1 (configuration not stated),3%
CNc1nc(C(=O)N2CCC3(CCC(=O)N(CC4CCCO4)C3)CC2)cs1 (configuration not stated),-18%
O=C(NC1CC1)c1ccccc1OC1CN(Cc2cccc(F)c2F)C1,-2%
COCCn1c(C)cc(C(=O)COC(=O)CNC(=O)c2ccco2)c1C,18%
Cn1nc(C(F)(F)F)c(-c2cccc(C(F)(F)F)c2)c1NC(=O)Nc1ccc(F)cc1,29%
COc1ccc(/C=C/C(=O)NC(=S)Nc2ccc(S(=O)(=O)N=C(N)N)cc2)cc1OC,-1%
CC(C)c1ccc(NC(=O)CSC2=Nc3ccccc3C3=NC(CCC(=O)NCc4ccc(F)cc4)C(=O)N23)cc1 (configuration not stated),?
COc1ccc(CC(=O)N2Cc3ccccc3CC3(CCN(C)C3)C2)cc1 (configuration not stated),2%[115 µM]
S=C(NN=C1CCCCCCCCCCC1)NC1CCCCC1,-7%
# The list goes on.
SMILES,KDM5B inh
O=C(NC(NCc1cccnc1)(C(F)(F)F)C(F)(F)F)c1cccnc1,8%
C[S+](=O)([O-])N1CC2(Cc3ccccc31)CN(C(=O)Cc1ccccn1)C2,-5%
COc1ccc(C(=O)N2CCC(N3C(=O)C(OC)C34CCOCC4)CC2)c(OC)n1 (configuration not stated),-6%
O=C(Nc1ccc2c(c1)CCC2)c1ccc(Cl)cc1N1CCCC1=O,4%
COc1cccc(CN2CC[C@H]3C(=O)NCCCCCCN(Cc4ccncc4)[C@@H]3C2)c1,?
CC(C)CCN1CCCC2(C1)C(=NC1CCCCC1)NC(=O)N2c1cccnc1 (configuration not stated),23%[115 µM]
O=C(Oc1ccc(Cl)c(OC(=O)c2ccc(F)cc2)c1)c1ccc(F)cc1,22%
CCCn1nnnc1CN1CCC(C(=O)c2ccc3c(c2)OCCO3)CC1,-12%
Cc1cccc(OCC(=O)Nc2c(C(=O)Nc3ccc(F)cc3)oc3ccccc23)c1,13%
COc1ccc2nc(C)c(C(=O)NCc3cccnc3-n3cccn3)cc2c1,?
CCOCCCNC(=O)c1cc2cc(C)ccc2nc1C,11%
CCOc1ccc(C2Cn3nnc(-c4nc(-c5ccccc5)no4)c3CO2)cc1 (configuration not stated),28µM*
Cc1ccc(NC(=O)c2ccc(Br)cc2)c(C(=O)c2ccccc2)c1,-16%
COc1ccccc1C(=O)N1CCCN(c2cc(-c3ccc(F)cc3)[nH]n2)CC1,-29%
COCCC(=O)N1CC(F)(F)C[C@H]1c1nc(C2CC2)no1,13%
CNS(=O)(=O)c1cn(CC(=O)NCc2ccc(OC)cc2)cc1S(=O)(=O)NC,16%
CC1=C[C@@H](CO)[C@H](C(C)C)C[C@H]1Cc1nnc(-c2cccnc2)o1,-8%[86.2 µM]
CC1CCN([C@@H]2[C@H](O)[C@H](CO)O[C@@H]2CNC2CCOCC2)CC1,-7%[86.2 µM]
CC(Cc1ccco1)NS(=O)(=O)N1CCCCC1 (configuration not stated),7%
Cc1noc(-c2cn(C3CCN(C(=O)c4ccc(Cl)s4)CC3)nn2)n1,16%
CC1(c2noc(-c3ccccn3)n2)CCN(C(=O)CCc2nc3ccc(Cl)cc3[nH]2)CC1,23%
O=C(c1cccc(O)c1)N1CCc2c(n(CCOc3ccccc3)n(-c3ccccc3)c2=O)C1,3%
COc1ccc(-c2cc(N3CCC(NC(=O)c4cccc(Br)c4)C3)n[nH]2)cc1 (configuration not stated),?
CSc1ccc(NC(=O)Nc2ccccc2C(N)=O)cc1,-14%
Cc1ccc(NC(=O)Cn2c(=O)n(Cc3nc(-c4ccccc4)no3)c(=O)c3cc4c(cc32)OCO4)cc1C,?
O=S(=O)(C/C=C/c1ccccc1)Cc1coc(-c2ccc(F)cc2)n1,17%
O=C1CCCN1CCc1nc(C2CCOC2)nn1-c1cccnc1 (configuration not stated),9%
CC(C)c1ccc(S(=O)(=O)c2cn(CC(=O)Nc3ccc(F)cc3)c3ccccc3c2=O)cc1,9%
O=C(Nc1cccc(C(F)(F)F)c1)O[C@@H]1CO[C@H]2[C@@H]1OC[C@@H]2NC(=O)C1CCC1,-5%[86.2 µM]
Cc1nn(C)c(C)c1S(=O)(=O)NCCc1noc(-c2cccnc2)n1,0%
O=C1C(O)C2(CCCCC2)N1C1CCN(Cc2ccc(F)c(F)c2)CC1 (configuration not stated),-5%
O=C(NCCOCCn1c(=O)oc2ccccc21)Nc1ccc(Cl)cc1,-10%
Cn1cnc2cc(-c3ccc(F)cc3)cc(C(=O)NCCN3CCOCC3)c21,?
COc1ccc(C(C)NC(=O)c2noc(-c3ccc(C)cc3)n2)cc1 (configuration not stated),16%
COc1cccc2c(Nc3ccc(O)cc3)cc(C)nc12,-4%
Cc1ccc(Cl)cc1N1CCN(S(=O)(=O)c2ccc3oc(=O)c4ncn(C)c4c3c2)CC1,11%
Fc1ccc(CNC(=S)Nc2ccc(Br)cc2)cc1,-15%
Cc1cc(=O)n(CC(=O)Nc2cccc(Br)c2)c(N2CCOCC2)n1,-15%
COc1cc(NC(=O)c2cc3n(n2)CC(c2ccc(Cl)cc2)OC3)c(OC)cc1Cl (configuration not stated),i
CCc1cccc(OCC(=O)c2ccc3c(c2)N(CC(=O)NCc2ccco2)C(=O)CO3)c1,0%
COc1ccc(-c2cc(-c3ccccc3)c(C#N)c(SCC(=O)O)n2)cc1,?
COc1ccc(-c2csc(-c3nc(-c4cc(C)ccc4C)cs3)n2)cc1,?
COC1CCN(CC2CCCCCN2C(=O)Nc2ccc3c(c2)OCCO3)CC1 (configuration not stated),27%
COc1cccc(-c2cc(N3C(=O)Nc4ccccc4N3O)n[nH]2)c1,-10%
CN(C)CCNC(=O)c1ccc(-n2c(-c3ccccc3)cc3c2CCCCC3)cc1,?
CCC(O)c1cc2n(n1)CCN(Cc1nnc(-c3cccc(F)c3)o1)C2 (configuration not stated),16%
CCOc1ccc(NC(=O)C2(CC)CCCCC(=O)N2)cc1 (configuration not stated),-3%
COC(=O)c1ccc(Oc2coc3cc(OCc4ccc([N+](=O)[O-])cc4)ccc3c2=O)cc1,12%
Cc1noc(-c2ccc3c(c2)OCO3)c1C(=O)NCCCCc1ccccc1,28µM*
COC(=O)c1ccccc1NC(=O)C1CCN(S(=O)(=O)Cc2ccccc2Cl)CC1,14%
O=C(Cn1cccc1-c1nc(-c2ccc3c(c2)OCO3)no1)N1CCc2ccccc21,-15%
O=C(OCCOc1ccc(F)cc1)c1n[nH]c(=O)c2ccccc12,-4%
COC(=O)c1c(NC(=O)NCc2cccnc2)sc2c1CC(C)(C)OC2,10%
CCOC(=O)c1cccc(Nc2nc3ccccc3nc2NS(=O)(=O)c2cc(C)ccc2C)c1,-15%
COc1ccc(CCNC(=O)CSc2nnnn2-c2cccc(C(C)=O)c2)cc1OC,6%&-47%
Cc1oc(C(O)c2cncnc2)nc1C(=O)Nc1ccc2c(c1)NC(=O)CO2 (configuration not stated),?
CSc1ccc(CN(C)C(=O)c2cc(=O)c3ccccc3o2)cc1,20%
O=C(NCc1nc(-c2ncccn2)no1)C1CC2(CCNCC2)CN1 (configuration not stated),-24%
N#Cc1cccc(C(=O)N2CCCN(C(=O)C3CC3)C(c3ccccc3)CC(=O)NCC2)c1 (configuration not stated),0%
CS(=O)(=O)N(Cc1csc(-c2cccs2)n1)C1CCN(C(=O)c2c(F)cccc2F)CC1,?
